# Cardio protect – modulators protecting cardiomyocytes from myocardial damage | H9c2 cardiomyocytes, H2O2 injury protection, ATPLite, 2 h | protection from H2O2 cell death, % at 20 µM | actives 0.63% (n = 360,000) | AID 588492;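 active means compounds giving at least 50% protection of heart cells from peroxide-induced death in the single-dose screen, raw or plate-pattern-corrected value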;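 further: 0% = DMSO wells with peroxide and 100% = DMSO wells without peroxide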
# aDG glyco up – increases alpha dystroglycan glycosylation; Pro5-aDG cells, alpha-DG glycosylation AlphaScreen (IIH6); 0% Pro5, 100% B10-LARGE cell signal; activation, % at 10 µM; actives 0.22% (n = 360,000);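 active means activation of at least 8% versus controls, or a plate z-score of at least 8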;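 further: Pro5 are CHO cells carrying HIG-tagged alpha-DG that lacks glycosylation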
# HTR2A ag – agonists of mouse serotonin 5-HT2A receptor (HTR2A). CHO-K1 mHTR2A beta-arrestin complementation, luminescence; percent of 30 µM serotonin response. activation, % at 7.6 µM. actives 0.66% (n = 360,000). AID 624169;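 active means activation above a run cutoff, the mean activation of all tested compounds plus 3 SD, cut at about 14% in these data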;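 further: 0% = plate median of compound wells and 100% = 30 µM serotonin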
# Target sequence (P35363 whole entry, looked up): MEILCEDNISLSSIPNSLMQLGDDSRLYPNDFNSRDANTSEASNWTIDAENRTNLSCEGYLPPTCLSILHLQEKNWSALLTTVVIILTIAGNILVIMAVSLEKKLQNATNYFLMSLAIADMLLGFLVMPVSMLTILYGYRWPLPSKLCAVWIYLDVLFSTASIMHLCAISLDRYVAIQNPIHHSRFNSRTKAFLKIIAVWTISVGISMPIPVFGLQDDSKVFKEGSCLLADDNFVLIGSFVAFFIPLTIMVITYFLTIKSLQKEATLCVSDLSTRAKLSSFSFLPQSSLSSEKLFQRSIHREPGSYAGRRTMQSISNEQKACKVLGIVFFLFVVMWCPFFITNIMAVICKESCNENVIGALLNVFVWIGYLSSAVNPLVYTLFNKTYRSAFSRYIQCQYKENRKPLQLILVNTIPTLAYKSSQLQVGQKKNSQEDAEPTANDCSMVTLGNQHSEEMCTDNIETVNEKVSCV
# PDI inh – PDI (human) enzyme inhibition. P07237. actives 0.052% (n = 350,000). PDI insulin aggregation turbidity, A650, 90 min. inhibition, % at 10 µM;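 active means mean inhibition across replicates of 30% or more, whatever share of single replicates reach that level; inconclusive means mean inhibition below 30% while every single replicate reaches 30%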;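 further: absorbance from insulin aggregation driven by PDI reduction with DTT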
# Target sequence (P07237 whole entry, looked up): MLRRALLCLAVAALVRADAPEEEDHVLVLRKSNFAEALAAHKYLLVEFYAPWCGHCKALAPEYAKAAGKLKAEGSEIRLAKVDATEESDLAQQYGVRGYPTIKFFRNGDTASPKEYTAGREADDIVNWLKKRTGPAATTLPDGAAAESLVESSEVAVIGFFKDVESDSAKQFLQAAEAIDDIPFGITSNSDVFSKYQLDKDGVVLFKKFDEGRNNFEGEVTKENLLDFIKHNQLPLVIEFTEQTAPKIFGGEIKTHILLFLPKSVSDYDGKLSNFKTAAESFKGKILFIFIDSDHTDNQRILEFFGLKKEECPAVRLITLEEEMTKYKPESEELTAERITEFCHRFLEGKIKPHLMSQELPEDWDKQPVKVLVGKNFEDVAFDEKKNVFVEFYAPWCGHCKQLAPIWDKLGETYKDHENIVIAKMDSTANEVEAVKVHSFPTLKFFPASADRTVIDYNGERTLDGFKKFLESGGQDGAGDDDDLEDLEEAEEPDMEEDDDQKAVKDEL
# Vif inh – inhibitors of HIV Vif | HEK293T cells, Vif self-association by quenched fluorescence, imaging, 24 h | inhibition, % at 7.49 µM | actives 0.35% (n = 340,000) | AID 602346; in the data active means inhibition above about 50%, passing the limit was not always enough; inconclusive means no clear call, values can overlap the other calls; inactive means below about 31%; further: some results filed as inactive read as strong as hits
# CaV13 FRET inh – Primary screen for inhibitors of IQ motif and Ca2+-dependent inactivation inhibitor domain binding in CACNA1D, Förster resonance energy transfer in living cells, …. inhibition, % at 12.3 µM. actives 0.098% (n = 340,000). HEK cells, CFP/YFP FRET ICDI-IQ, plate reader, 10 min; percent FRET-ratio fall versus neutral wells. AID 743397;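 active means mean replicate inhibition of at least 30% and at least 1% of replicates passing that level; inconclusive means only one of the two criteria is met; inactive means neither criterion is met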;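 further: 0% = median of the neutral control wells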
# Glyco luc inh – N-linked glycosylation inhibition; reporter increase, % at 12.5 µM; D54 ERlucT glycosylation luciferase reporter, 24 h; percent of 100 nM tunicamycin response; actives 0.23% (n = 360,000); AID 588692;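 active means mean luciferase reporter signal, scaled so untreated is 0 and the glycosylation-blocking control 100, at or above a set limit in every replicate; inconclusive means mean reaches the limit but not every replicate does; inactive means mean below the limit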;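 further: luciferase carries N-glycosylation sites so blocking glycosylation raises the light; 0% = median of neutral control wells and 100% = median of 100 nM tunicamycin wells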
# ABCB6 inh MLPCN – inhibitors of human ABC transporter ABCB6 | Q9NP58 | K562-ABCB6 porphyrin accumulation, flow cytometry, 1 h; stronger effect = lower value | fluorescence ratio to DMSO, % at 10 µM | actives 0.19% (n = 360,000) | AID 602162;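 active means fluorescence ratio to DMSO below 75%, the collection mean minus 3 SD; inconclusive means too few cells collected in the well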;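 further: signal is porphyrin accumulated inside mitochondria; 100% equals median channel fluorescence of DMSO control wells; lower ratio means ABCB6 inhibition with less porphyrin fluorescence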
# Granule exo inh – blocks lytic granule exocytosis; TALL-104 LAMP-1 surface exposure, flow cytometry; cells stimulated with thapsigargin and PMA; inhibition, % at 10 µM; actives 0.66% (n = 360,000);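 active means inhibition above about 55%, limit read from the data; inconclusive means no clear call, values can overlap the other calls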
# iPSC survival up – increases survival of single human iPS cells. hiPSC single-cell survival, ATPlite luminescence; 100% = ROCK inhibitor wells, 0% = DMSO. survival enhancement, % at 20 µM. actives 0.044% (n = 360,000). AID 602274; in the data active means survival enhancement above about 18%;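 further: cells exposed to compounds for 16 hours before the ATP read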
# * = called active by the depositor; u = inconclusive; x = not tested or not shown.
# Every second line gives: Cardio protect	aDG glyco up	HTR2A ag	PDI inh	Vif inh	CaV13 FRET inh	Glyco luc inh	ABCB6 inh MLPCN	Granule exo inh	iPSC survival up
Cc1ccc(OCc2cc(C(=O)N(C)Cc3cnn(C)c3)no2)cc1C
 : -2	-0.1	-4	-2	5	-5	1	96	-5	-0.3
O=S(=O)(NCCSc1ccc(Cl)cc1)c1ccc(F)cc1
 : -21	0.0	-1	8	-3	-10	-1	95	-1	-1.8
CCCc1cc(=O)oc2cc(C)cc(OCC(=O)O)c12
 : 0	0.2	6	-4	-2	-5	0	90	-4	-0.4
CCNC(=O)N1CCN(S(=O)(=O)c2ccc3c(c2)OCCCO3)CC1
 : -2	0.0	1	-8	11	-2	-2	98	2	-0.4
Cn1c(=N)c(S(=O)(=O)c2ccccc2)cc2c(=O)n3ccccc3nc21
 : 14	0.7	0	-4	19	34*	-1	103	2	-1.5
Cc1c(Br)c([N+](=O)[O-])nn1CCCC(=O)Nc1sc2c(c1C(N)=O)CCC(C)C2 (stereo not given)
 : -9	0.1	-2	-2	1	-1	1	100	-1	3.5
O=C(Nc1ccc(CN2CCS(=O)(=O)CC2)cc1)c1ccc(C(F)(F)F)cc1
 : -8	0.2	3	10	-8	-4	-2	97	2	-0.5
CCOc1ccc(CCNC(=O)CN2C(=O)CCSc3ccccc32)cc1
 : -1	0.0	3	7	-5	-6	-2	96	6	-0.9
O=C(CCCN1C(=O)/C(=C\c2ccccc2)SC1=S)N1CCOCC1
 : -13	1.0	-6	6	9	-6	-1	97	-22	-3.8
CC(C)(C)OC(=O)N1CCCC(C(=O)Nc2ccc(C(=O)N3CCCCC3)cc2)C1 (stereo not given)
 : -2	0.2	4	-4	-2	-4	0	94	-3	-1.2
CCn1c(SCC(=O)NC2CCCC2)nnc1-c1ccoc1C
 : 1	0.0	2	-3	-3	-8	-2	103	11	0.0
O=C(NCCc1c[nH]c2ccc(Cl)cc12)c1ccc([N+](=O)[O-])cc1
 : -6	0.0	-4	8	-1	-3	-1	117	-3	2.4
C=CCc1c(OC)ccc2c1c(S(=O)(=O)c1ccc(C)cc1)cn2COC
 : 3	0.0	-1	-1	0	-4	-3	93	51	0.1
O=C(COC(=O)/C=C/c1cccs1)Nc1ccc(Cl)cc1F
 : 1	-0.2	-2	-9	-2	-3	1	97	2	-0.7
COC(=O)c1ccccc1NC(=O)c1ccccc1OC
 : -10	0.3	-4	0	-4	-5	3	101	-1	-1.0
CCC(=O)Nc1ccc(S(=O)(=O)Nc2c(NC)c3ccccc3oc2=O)cc1
 : 9	-0.1	2	1	-7	-3	-2	97	-3	-0.4
CCCCC1CC(C)(C(=O)CSc2nc3ccccc3s2)OC1=O (stereo not given)
 : -8	0.3	-4	10	14	-5	2	98	0	4.1
COc1ccccc1N(C)S(=O)(=O)c1ccc(C(=O)OCC(=O)Nc2ccc(C(N)=O)cc2)cc1
 : 5	0.0	3	1	0	-2	2	99	8	-0.2
CCC(c1nc2ccccc2[nH]1)N(CCCn1ccnc1)C(=O)c1ccc(C(F)(F)F)cc1 (stereo not given)
 : 5	-0.1	-4	x	x	-5	3	98	-1	-1.5
Cc1cc(=O)[nH]c(=O)n1Cc1ccccc1
 : 3	0.0	6	10	-3	-8	1	95	-1	-1.1
Cc1onc(-c2c(Cl)cccc2Cl)c1NC(=O)N(C)N
 : -5	-0.1	-1	9	6	-12	1	95	-3	-0.1
CCN(CC(=O)Nc1cc(Cl)ccc1C)C(=O)CCOc1ccc(C)cc1
 : -5	0.2	-4	1	-1	-4	5	97	5	0.9
CCC(CC)NC(=O)Cc1ccccc1[N+](=O)[O-]
 : 5	-0.4	2	3	x	-1	2	98	2	0.0
COc1ccc(C2CC(c3cccs3)Nc3nnnn32)cc1 (stereo not given)
 : -5	0.6	1	0	1	-7	0	100	-2	1.8
COc1ccc(C(C)(NC(C)=O)c2nc(-c3cccc(NC(C)=O)c3)cs2)cc1 (stereo not given)
 : 1	0.0	-1	2	-3	-5	3	92	-2	-1.9
CC(C)(C)N1CC23CCC(C[C@@H]2C1=O)O3 (stereo not given in full)
 : -4	0.0	-2	5	3	-4	2	96	2	5.9
CCN(c1cccc(C)c1)S(=O)(=O)c1ccc2[nH]c(=O)c(=O)[nH]c2c1
 : 0	-0.2	0	1	11	-5	-1	106	12	1.0
CC(=O)N(C)c1ccc(OCC(O)COc2ccc(N(C)C(C)=O)cc2)cc1
 : 0	-0.3	1	4	8	0	-1	96	5	-0.9
CCC(=O)N(c1ccc(F)cc1)C1C=CS(=O)(=O)C1 (stereo not given)
 : 7	0.0	1	0	17	-5	1	101	25	2.6
CC1C(c2ccccc2)=[N+]([O-])C2(CCCCC2)N1O (stereo not given)
 : -3	1.8	0	-10	8	-5	0	107	-1	-2.5
COc1ccc(NC(=O)CSc2nnc(N)s2)cc1S(=O)(=O)N1CCCCC1
 : -6	0.4	0	18	3	-5	4	86	-2	2.0
COCc1cc(=O)[nH]c(Nc2nc3ccccc3o2)n1
 : 35	-0.6	-6	-2	-20	-4	16	93	0	1.0
Nc1ccc(C(=O)N/N=C/c2cn(Cc3ccccc3F)c3ccccc23)cc1
 : -6	0.6	-1	6	0	x	-6	95	-3	-0.3
Cc1ccc(OCc2occc2C(=O)O)cc1
 : -5	-0.1	1	-5	0	-4	1	96	-1	0.6
CCOC(=O)c1c(NC(=O)CCCN2CCOCC2)sc2c1CC(C)(C)OC2
 : 11	-0.2	-5	0	16	x	1	94	1	-1.7
COc1ccc(NC(=O)c2cc(C)nc3ccccc23)cc1S(=O)(=O)N1CCOCC1
 : -3	-0.2	3	-2	28	-6	0	98	6	-0.7
CC(C)(C)Cc1c(-c2cccc(Cl)c2)nc2ccc(Cl)cn12
 : -2	0.0	0	x	x	-6	1	107	6	-4.2
CCC(CC)c1nnc(NC(=O)c2cc(C(=O)OC)cc([N+](=O)[O-])c2)s1
 : -6	0.3	4	-5	-3	-1	0	98	3	4.3
Cc1noc(C)c1C(=O)Nc1ccc(C#N)cc1
 : 3	-0.4	0	3	8	x	0	102	-4	-0.3
Cc1cc(C)nc(N2CCC(C(=O)NCCc3ccc(F)cc3)CC2)n1
 : 3	0.1	0	7	-4	-9	0	95	1	-1.0
Cc1ccccc1N1C(=O)CN(Cc2sccc2C)C1=S
 : 3	-0.2	1	2	0	-3	-2	100	-4	-1.3
Cc1nnc(SCC(=O)NC2CC2)n1-c1ccccc1
 : 7	-0.4	-9	-1	3	-6	0	98	-2	-0.3
CCCN(Cc1nnc(-c2cccs2)o1)C(=O)CN1C(=O)NC2(CCCCC2C)C1=O (stereo not given)
 : 10	-0.1	-7	-7	13	-6	0	94	-1	2.0
Cc1ccc(S(=O)(=O)N(C)C)cc1NC(=O)c1cc(-c2ccco2)nc2ccccc12
 : 18	-0.6	4	-2	-1	x	-2	100	2	-0.4
CC(C)(C)c1cc(C(=O)N/N=C/c2ccccc2O)n(-c2ccccc2)n1
 : 51*	0.6	-2	0	-4	-5	-13	104	0	-1.2
COc1cc(C)ccc1S(=O)(=O)NC(=O)C1(C)CCN1C(=O)Cc1ccccc1Cl (stereo not given)
 : -4	-0.3	5	4	-2	-10	1	87	-3	2.6
COc1ccc2c(c1)[nH]c1c(N3CCSCC3)ncnc12
 : -12	0.7	1	1	-24	-5	12	91	2	-0.7
O=C(CNS(=O)(=O)c1ccccc1)N1CCc2ccccc2C1
 : 2	-0.1	6	-8	-4	-1	1	99	-11	-0.2
CCCc1[nH]nc2c1C(c1cc(OC)ccc1F)C(C#N)=C(N)O2 (stereo not given)
 : 1	0.0	-3	-4	-5	-7	0	97	2	0.3
Cc1c(C)n(CCc2c[nH]c3ccccc23)ccc1=O
 : 1	-0.3	3	7	2	2	-1	100	13	0.2
CC(=O)c1ccc(S(=O)(=O)Nc2ccc(-c3ccc4nnc(C)n4n3)cc2)cc1
 : 25	-0.4	-2	0	15	-3	3	97	-4	-0.7
Cc1ccccc1NC(=S)NCc1ccc2c(c1)OCO2
 : 4	0.1	-5	2	x	0	0	95	-4	-0.8
COc1ccc(CNc2cccnc2)c(OC)c1OC
 : 5	0.0	-4	8	0	-2	1	102	-2	-0.5
CC(C)NC(=O)c1ccc(COc2ccc(C(C)(C)C)cc2)o1
 : -14	0.9	-1	-2	-25	-11	6	97	u	-0.1
CCS(=O)(=O)c1ccc2oc(SCC(=O)NC3CCCC(C)C3C)nc2c1 (stereo not given)
 : 18	-0.1	7	5	16	-3	-2	99	2	-0.5
Cn1c(C(=O)NCCCN2CCN(c3ccc(F)cc3)CC2)cc2c(=O)n(C)c3ccccc3c21
 : 15	1.3	-1	x	14	-4	10	104	4	3.6
N#Cc1ccc(COC(=O)CSc2nnc(N)s2)cc1
 : 0	-0.1	0	-14	-13	-3	2	96	-8	-0.7
O=C(Nc1nccs1)c1ccccn1
 : 6	0.1	7	-5	6	-4	-2	90	-1	-1.2
N#Cc1ccc(S(=O)(=O)N2CCN(C(=O)[C@@H]3CCCN3C(=O)c3cccs3)CC2)cc1
 : 2	-0.2	7	4	3	-16	1	83	-4	-0.4
COc1ccc(-c2cnc(SCCNC(=O)c3ccc4c(c3)OCO4)[nH]2)cc1
 : 1	2.9	0	1	-2	-4	0	98	3	-0.2

# More entries.
# Every second line gives: Cardio protect	aDG glyco up	HTR2A ag	PDI inh	Vif inh	CaV13 FRET inh	Glyco luc inh	ABCB6 inh MLPCN	Granule exo inh	iPSC survival up
CCN1CCN(C(=O)Cn2ncc3c([nH]c4ccccc43)c2=O)CC1
 : 0	-0.2	3	-10	-1	-2	0	96	-4	-0.1
CC(=O)c1cccc(NC(=O)COc2ccc(S(=O)(=O)N3CCCCC3)cc2)c1
 : 11	-0.1	0	-4	5	0	-1	85	-1	-2.2
COc1ccc(C)cc1-n1nnnc1SCC(=O)NC1CC1
 : -3	-0.2	4	14	12	-5	0	102	0	0.6
O=C(NN1C(=O)c2ccccc2NC1c1cccnc1)c1ccccc1 (stereo not given)
 : 8	0.5	0	4	-7	4	0	94	-1	0.3
O=C(COC(=O)/C=C/c1ccc([N+](=O)[O-])cc1)NNC(=O)c1ccccc1
 : -6	0.1	0	-60	-3	-4	1	96	4	-0.7
COCC(=O)Nc1nnc(-c2cccs2)s1
 : 4	-0.1	4	-9	4	-3	1	98	-1	3.3
COc1cc(C(=O)OCC(=O)Nc2ccc3c(c2)OC(F)(F)O3)ccc1OCc1c(C)noc1C
 : -10	0.3	6	13	0	-5	0	91	0	-1.9
Cc1ccccc1CSc1ccc(S(=O)(=O)N2CCCC2)cn1
 : -7	0.3	-4	-3	-3	-6	-3	95	-2	-3.9

# Compound profiles, as listed above.
# O=S(=O)(NCCSc1ccc(Cl)cc1)c1ccc(F)cc1 across the screens: Cardio protect: -21; aDG glyco up: 0.0; HTR2A ag: -1; PDI inh: 8; Vif inh: -3; CaV13 FRET inh: -10; Glyco luc inh: -1; ABCB6 inh MLPCN: 95; Granule exo inh: -1; iPSC survival up: -1.8
# Nc1ccc(C(=O)N/N=C/c2cn(Cc3ccccc3F)c3ccccc23)cc1 across the screens: Cardio protect: -6; aDG glyco up: 0.6; HTR2A ag: -1; PDI inh: 6; Vif inh: 0; CaV13 FRET inh: x; Glyco luc inh: -6; ABCB6 inh MLPCN: 95; Granule exo inh: -3; iPSC survival up: -0.3

# Screening results (PubChem)
